SENP1 inh = inhibitors of human SENP1 SUMO protease catalytic domain. AID 624204. recombinant SENP1 catalytic domain, CyPet-SUMO1-YPet FRET cleavage. inhibition, % at 10 µM. actives 0.21% (n = 360,000);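 active = inhibition at least 30% at 10 µM, raw YFP signal under a set limit, fluorescence ratio 0.5 to 1.5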;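 note: 0% = enzyme with DMSO and 100% = no enzyme wells; some results filed as inactive read as strong as hits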
Target sequence (Q9P0U3 419-644 limits assumed): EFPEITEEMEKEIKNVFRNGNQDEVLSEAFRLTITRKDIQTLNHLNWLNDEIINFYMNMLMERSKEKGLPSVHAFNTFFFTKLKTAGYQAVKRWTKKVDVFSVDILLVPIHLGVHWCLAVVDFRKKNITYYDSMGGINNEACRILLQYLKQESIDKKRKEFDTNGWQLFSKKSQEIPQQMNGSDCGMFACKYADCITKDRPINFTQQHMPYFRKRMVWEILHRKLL
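Test system: hSENP1 catalytic domain, recombinant; Amount: 20 pM final SENP1 enzyme; Medium: Tris pH 8 buffer plus EDTA, NaCl, BME, BSA, NP40, catalase; Schedule: 50 min enzyme reaction, room temperature, light-protected; Technique: FRET fluorescence in CFP and YFP emission channels; Controls: no-enzyme wells low, DMSO-plus-enzyme wells high control.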
SENP6 inh = blocks the human protease SENP6. actives 1.8% (n = 330,000). Q9GZR1. inhibition, % at 10 µM. Recombinant SENP6 catalytic domain, aminoluciferin luminescence. AID 2599;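 active = inhibition above about 50% at the single tested dose, limit read from the data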;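 note: plate controls were DMSO wells with enzyme for no effect and DMSO wells lacking enzyme for full effect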
Target sequence (Q9GZR1 628-1112 limits assumed): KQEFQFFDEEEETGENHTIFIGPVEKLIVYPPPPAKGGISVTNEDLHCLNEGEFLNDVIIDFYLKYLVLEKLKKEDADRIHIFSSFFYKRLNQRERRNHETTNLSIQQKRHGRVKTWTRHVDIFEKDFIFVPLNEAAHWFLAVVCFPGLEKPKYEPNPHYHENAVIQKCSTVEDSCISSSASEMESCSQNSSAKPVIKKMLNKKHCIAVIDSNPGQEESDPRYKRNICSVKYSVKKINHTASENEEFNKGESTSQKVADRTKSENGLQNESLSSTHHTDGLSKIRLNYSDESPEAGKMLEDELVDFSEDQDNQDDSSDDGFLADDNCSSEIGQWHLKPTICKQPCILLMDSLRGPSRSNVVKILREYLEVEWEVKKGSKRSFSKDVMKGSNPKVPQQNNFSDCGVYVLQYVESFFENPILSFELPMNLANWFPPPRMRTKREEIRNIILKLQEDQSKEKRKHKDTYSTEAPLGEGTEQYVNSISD
SENP8 block-1 = SENP8 protease inhibition | Q96LD8 | purified SENP8, Z-RLRGG-aminoluciferin cleavage, luminescence | inhibition, % at 10 µM | actives 1.2% (n = 330,000) | AID 2540; in the data active = inhibition above about 50%
Apaf-1 inh = human Apaf-1 inhibition; O14727; reconstituted apoptosome caspase-3 activity, DEVD-Rh110 fluorescence; inhibition, % at 20 µM; actives 0.71% (n = 330,000); AID 489030; active = inhibition of at least 40% at 20 µM;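 note: plate controls were DMSO wells for no effect and DEVD-CHO caspase inhibitor wells for full effect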
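Medium: Hepes buffer, pH 7.5 / System: biochemical Apaf-1 apoptosome reconstitution / Measured by: Rh110 fluorescence, excitation 480 nm, emission 540 nm / Times: compound with Apaf-1, dATP, procaspase-3 30 min, then 50 min reaction, room temperature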
SENP8 block-2 = inhibitors of human SENP8 protease; recombinant SENP8, Nedd8 substrate fluorescence; actives 0.64% (n = 360,000); AID 602440; inhibition, % at 20 µM; Q96LD8; in the data active = inhibition mostly above about 40%, no sharp cut-off; inactive = mostly below about 27%
UBC13 inh = blocks human UBC13 polyubiquitin chain formation. TR-FRET. inhibition, % at 20 µM. actives 0.47% (n = 330,000). AID 485273; in the data active = inhibition above about 45%, passing the limit was not always enough
Target sequence (P61088 whole entry, looked up): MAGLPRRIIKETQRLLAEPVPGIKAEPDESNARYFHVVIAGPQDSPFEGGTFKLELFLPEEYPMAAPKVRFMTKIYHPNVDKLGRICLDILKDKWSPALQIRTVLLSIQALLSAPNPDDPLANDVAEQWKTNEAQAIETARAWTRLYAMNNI
APOBEC3G inh = inhibitors of human APOBEC3G DNA deaminase; recombinant A3G, ssDNA deamination FAM/TAMRA fluorescence; inhibition, % at 20 µM; Q9HC16; AID 493012; actives 0.28% (n = 330,000);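 active = inhibition of at least 40% at 20 µM, with no more than 30% in the related APOBEC3A deaminase screen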;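 note: plate controls were DMSO wells with A3G for no effect and wells lacking A3G enzyme for full effect; some compounds called inactive have numbers as strong as hits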
SENP7 block = inhibitors of human SENP7 protease | Q9BQF6 | recombinant SENP7, Z-RLRGG-aminoluciferin luminescence, 40 min | inhibition, % at 5 µM | actives 1.5% (n = 330,000) | AID 434973;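 active = inhibition above about 50% at the single test dose, limit read from the data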;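 note: plate controls were DMSO with enzyme for no effect and no enzyme buffer wells for full effect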
* hit, by the source's call.

SMILES	SENP1 inh	SENP6 inh	SENP8 block-1	Apaf-1 inh	SENP8 block-2	UBC13 inh	APOBEC3G inh	SENP7 block
Cc1cc(C(=O)COC(=O)c2cccs2)c(C)n1-c1c(C)n(C)n(-c2ccccc2)c1=O	1	-19	0	1	17	-2	-7	2
COc1cc(NC(=O)CN2c3ccccc3CC2C)cc(OC)c1OC (stereo unspecified)	0	-2	2	0	11	1	-3	4
N#CC1=C2SCN(c3ccccc3)CN2C(=O)CC1c1cccs1 (stereo unspecified)	-12	10	-1	27	-9	-9	48*	-4
COc1ccc(C(=O)/C=C/c2ccc(OC)c(COc3ccccc3F)c2)cc1	-4	7	-6	15	-10	2	2	9
CCOc1cc2[nH]c(=S)n(Cc3ccc(C(=O)NCCCOC)cc3)c(=O)c2cc1OCC	0	-14	14	-3	10	3	-5	-7
Cc1cc2c(=O)n(Cc3ccco3)c(SCC(=O)N3CCCc4ccccc43)nc2s1	-3	-44	3	8	7	-7	-1	3
COc1cc(C2NC(=S)NC(C)=C2C(=O)Nc2ccc(C)cc2)ccc1O (stereo unspecified)	3	9	-3	3	7	3	-7	4
Cc1cc(-c2ccccc2)c(C#N)c(SCC(N)=O)n1	1	9	-9	15	5	-8	8	-6
CC1CCc2c(sc(NC(=O)CCc3nc4ccccc4c(=O)[nH]3)c2C#N)C1 (stereo unspecified)	-7	13	-3	6	-24	-24	-2	-7
COc1ccc(CN2C(=O)CCC2(C)C(=O)NCc2cccnc2)c(OC)c1 (stereo unspecified)	-3	6	1	-9	3	8	-6	5
Cc1ccc(NC(=O)c2cnn(-c3ccccc3)c2C)c(C)c1	1	-6	0	1	14	-1	-6	-5
CC(C)Cn1c(N)c(C(=O)COC(=O)c2c(O)c(Cl)cc(Cl)c2Cl)c(=O)n(C)c1=O	1	-3	-3	14	-26	5	-1	4
CCn1nc(NS(=O)(=O)c2ccccc2)c2cc3ccc(C)cc3nc21	1	-9	-1	3	-48	-12	8	6
COc1ccc(/C=C2\N=C(C)OC2=O)cc1OC(C)=O	-4	2	1	2	5	-2	1	2
O=C(Cc1ccccn1)c1ccc(O)cc1O	1	-3	2	0	-7	2	-12	-1
CC(=O)N[C@@H](C)C(=O)N1CCC(n2nccc2NC(=O)CCCc2ccccc2)CC1	1	5	3	1	14	1	-7	-6
CCN(C(=O)CSc1nnc(-c2ccncc2)o1)c1ccccc1	-1	-7	-6	-12	23	-4	-7	11
Fc1ccccc1Cc1ccc(Cl)nn1	-2	-13	-1	5	-4	-5	-4	10
Cc1ccc(S(=O)(=O)N2CCCCC2)cc1NC(=O)c1ccccc1Cl	1	-4	1	3	6	4	-6	-4
O=C(O)Cc1c[nH]c2ccccc12	2	1	-10	-3	-8	-3	-9	-17
COc1ccc(Cl)cc1NC(=O)CN(C)C(=O)c1cc(C)oc1C	1	11	1	-6	4	10	-8	0
COc1ccc(CCNC(=O)c2cc(COc3c(F)cccc3F)on2)c(OC)c1	1	2	1	14	2	2	-4	1
Cc1cc(C(=O)NCC(=O)OCC(=O)N2CCCCCC2)ccc1[N+](=O)[O-]	2	8	5	-5	11	9	-5	6
CC1CCCCC1NC(=O)CSc1nnc(COc2ccccc2Cl)o1 (stereo unspecified)	-1	-3	-4	7	14	9	-3	3
CCc1ccc(CN2CCC(N3CCC(C(=O)N4CCCC4)CC3)CC2)o1	-3	-16	7	-8	1	9	-6	1
O=C(CCN1C(=O)C2CCCCC2C1=O)N1CCN(S(=O)(=O)c2ccccc2)CC1 (stereo unspecified)	1	-7	-12	-1	9	-8	-7	1
NC(=O)c1cc([N+](=O)[O-])ccc1NCc1cccnc1	-2	11	3	-1	19	-2	-5	-4
COc1ccc(CN(Cc2ccc(OC)cc2)S(=O)(=O)c2ccc(-n3cnnn3)c(C)c2)cc1	1	-7	6	10	6	5	-3	-2
COC(=O)c1sc(S(=O)(=O)Nc2ccc(C)c(C)c2)c(C(=O)OC)c1C	2	-9	-11	16	3	-33	-5	-8
Cc1cc(C(=O)N2CCCC(N3CCN(c4cccc(Cl)c4)CC3)C2)nn1C (stereo unspecified)	1	5	-5	17	-3	-1	10	3
CCn1cc(CCCC(=O)NCc2ccccc2OC)c2ccccc21	-1	-14	-12	10	12	0	-2	0
O=C(COC(=O)c1cc(S(=O)(=O)NCc2ccccc2)ccc1O)NCc1ccccc1	-1	-6	3	-3	-408	13	-1	4
O=C(Nc1ccccc1)Nc1ccccc1C(=O)NCc1ccco1	2	75*	66*	-9	-146	0	1	-1
CCc1ccccc1S(=O)(=O)c1c(C)cc(C)nc1Cl	2	-12	-7	14	21	2	-7	-5
COc1ccc2oc(C(=O)Nc3ccc(N4CCOCC4)cc3)c(C)c2c1	-24	-12	-4	29	-127	-14	-1	-18
O=C(N/N=C/c1ccc(OC(F)F)cc1OC(F)F)c1cccc(S(=O)(=O)N2CCOCC2)c1	1	-2	-10	5	4	-9	1	-4
Cc1ccc(C)c(CN2CCCN(C(=O)Cn3ncc4c3-c3ccccc3OC4)C2)c1	0	-6	-1	11	2	0	-3	2
CCOc1ccc(N(CC(=O)Nc2ccccc2C(=O)NCc2ccco2)S(C)(=O)=O)cc1	1	14	-10	4	3	1	-6	-6
CC(C)N1CCC(N2CCN(C/C=C/c3ccccc3)CC2CCO)CC1 (stereo unspecified)	-5	-15	-5	0	14	-5	-9	-9
CC1(NC(=S)Nc2ccc3ccccc3c2)CCS(=O)(=O)C1 (stereo unspecified)	0	4	3	31	-152	8	-8	1
O=C(NCCc1ccc(F)cc1)c1ccc2c(=O)n3c(nc2c1)CCC3	-1	-10	8	-9	-81	3	-4	-2
CC(OC(=O)c1cccnc1Cl)C(=O)Nc1ccc2c(c1)OCCO2 (stereo unspecified)	2	26	-1	-3	11	0	-1	6
COc1ccc(C(=O)Nc2ccccc2C(=O)N(Cc2ccco2)C(C(N)=O)C(C)C)cc1 (stereo unspecified)	0	-18	1	-351	-35	1	-7	-2
O=c1cc(N2CCCCC2)c(-c2ccccc2)nn1Cc1c(Cl)cccc1Cl	2	-18	-4	35	9	0	6	0
CC1(C)CC(=O)C2=C(C1)N(Cc1cccnc1)C(=O)C2(NC(=O)c1ccc(F)cc1)C(F)(F)F (stereo unspecified)	1	10	-2	5	20	11	-1	4
NS(=O)(=O)c1cc2c(cc1Cl)NC(CSCc1ccccc1)=NS2(=O)=O	-1	-20	1	-7	10	7	-4	-2
O=C(O)CCn1c(SCCOc2ccccc2)nc2ccccc21	1	3	-5	9	17	-6	-1	3
CCOC(=O)N1CCN(c2cc3[nH]c(=S)[nH]c3cc2F)CC1	1	-22	-7	-10	-10	3	4	-4
CC1C(=O)Nc2ccc(S(=O)(=O)N3CCc4ccccc4C3)cc2NC1=O (stereo unspecified)	-2	-7	-1	8	16	15	0	4
CCn1cc(C2=NC(C)CO2)c2ccccc21 (stereo unspecified)	-2	-11	-2	1	-5	9	-2	0

Reprinted from the results shown for reference:
SMILES	SENP1 inh	SENP6 inh	SENP8 block-1	Apaf-1 inh	SENP8 block-2	UBC13 inh	APOBEC3G inh	SENP7 block
CCc1ccccc1S(=O)(=O)c1c(C)cc(C)nc1Cl	2	-12	-7	14	21	2	-7	-5
COc1ccc2oc(C(=O)Nc3ccc(N4CCOCC4)cc3)c(C)c2c1	-24	-12	-4	29	-127	-14	-1	-18
O=C(N/N=C/c1ccc(OC(F)F)cc1OC(F)F)c1cccc(S(=O)(=O)N2CCOCC2)c1	1	-2	-10	5	4	-9	1	-4
Cc1ccc(C)c(CN2CCCN(C(=O)Cn3ncc4c3-c3ccccc3OC4)C2)c1	0	-6	-1	11	2	0	-3	2
CCOc1ccc(N(CC(=O)Nc2ccccc2C(=O)NCc2ccco2)S(C)(=O)=O)cc1	1	14	-10	4	3	1	-6	-6
CC(C)N1CCC(N2CCN(C/C=C/c3ccccc3)CC2CCO)CC1 (stereo unspecified)	-5	-15	-5	0	14	-5	-9	-9
CC1(NC(=S)Nc2ccc3ccccc3c2)CCS(=O)(=O)C1 (stereo unspecified)	0	4	3	31	-152	8	-8	1
O=C(NCCc1ccc(F)cc1)c1ccc2c(=O)n3c(nc2c1)CCC3	-1	-10	8	-9	-81	3	-4	-2
CC(OC(=O)c1cccnc1Cl)C(=O)Nc1ccc2c(c1)OCCO2 (stereo unspecified)	2	26	-1	-3	11	0	-1	6
COc1ccc(C(=O)Nc2ccccc2C(=O)N(Cc2ccco2)C(C(N)=O)C(C)C)cc1 (stereo unspecified)	0	-18	1	-351	-35	1	-7	-2
O=c1cc(N2CCCCC2)c(-c2ccccc2)nn1Cc1c(Cl)cccc1Cl	2	-18	-4	35	9	0	6	0
CC1(C)CC(=O)C2=C(C1)N(Cc1cccnc1)C(=O)C2(NC(=O)c1ccc(F)cc1)C(F)(F)F (stereo unspecified)	1	10	-2	5	20	11	-1	4
NS(=O)(=O)c1cc2c(cc1Cl)NC(CSCc1ccccc1)=NS2(=O)=O	-1	-20	1	-7	10	7	-4	-2
O=C(O)CCn1c(SCCOc2ccccc2)nc2ccccc21	1	3	-5	9	17	-6	-1	3
CCOC(=O)N1CCN(c2cc3[nH]c(=S)[nH]c3cc2F)CC1	1	-22	-7	-10	-10	3	4	-4
CC1C(=O)Nc2ccc(S(=O)(=O)N3CCc4ccccc4C3)cc2NC1=O (stereo unspecified)	-2	-7	-1	8	16	15	0	4
CCn1cc(C2=NC(C)CO2)c2ccccc21 (stereo unspecified)	-2	-11	-2	1	-5	9	-2	0

Other results follow.
SMILES	SENP1 inh	SENP6 inh	SENP8 block-1	Apaf-1 inh	SENP8 block-2	UBC13 inh	APOBEC3G inh	SENP7 block
CC(C)N1CCN(CC#Cc2ccccc2)CC1CCO (stereo unspecified)	-2	-5	-4	-16	10	3	-7	-7
Cc1ccc(S(=O)(=O)NC(CC(C)C)C(=O)N2CCCC2)cc1 (stereo unspecified)	0	7	6	2	-2	-1	5	2
Cc1nccn1CC(O)COc1ccc([N+](=O)[O-])cc1 (stereo unspecified)	0	-3	-13	-3	12	-9	-7	-9
O=C(CSc1nnc(-c2cccs2)n1Cc1ccccc1)N1CCc2ccccc2C1	2	1	-6	15	10	5	-6	0
CCC(C)NC(=O)c1cnn2c(C)c3c(nc12)CCCC3 (stereo unspecified)	0	-10	1	3	-285	7	-4	12
NC(=S)N=Nc1c(O)[nH]c2c(Br)cc(Br)cc12	6	-23	-9	20	52*	-4	-9	-8
O=C1CC(c2ccco2)CC(O)=C1C=Nc1cc(Cl)ccc1O (stereo unspecified)	37*	-24	-3	12	-280	-1	29	2
COCCNC(=O)C1Cc2c(ccc3ccccc23)O1 (stereo unspecified)	0	10	6	2	-40	-3	-2	-1
COc1ccccc1C(=O)Nc1ccnn1C1CCN(C(=O)C2CCOC2)CC1 (stereo unspecified)	2	-2	12	6	10	1	-1	-3
CC1CC(C)CN(C(=O)C2CC(=O)N(c3ccc(F)cc3)C2)C1 (stereo unspecified)	0	-25	2	1	10	-1	-8	-5
Cc1cccc(NC(=O)COC(=O)c2ccc([N+](=O)[O-])o2)c1C	-3	26	-3	29	29	-16	-2	2
CC(C)n1c(-c2cccnc2)nc2cnccc21	0	-3	3	6	21	1	2	7

Screening data as filed in PubChem BioAssay.
